14-3-3g Raf: alters human 14-3-3 gamma binding to Raf peptide. P61981. FP, 14-3-3gamma / TMR-pS259-Raf peptide binding. inhibition, % at 40 µM. 160,000 tested, 0.19% active. AID 422; in the data active = inhibition above about 30%;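 also: 0% = protein plus tracer without compound and 100% = blank with tracer alone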
Target sequence (P61981 whole entry, looked up): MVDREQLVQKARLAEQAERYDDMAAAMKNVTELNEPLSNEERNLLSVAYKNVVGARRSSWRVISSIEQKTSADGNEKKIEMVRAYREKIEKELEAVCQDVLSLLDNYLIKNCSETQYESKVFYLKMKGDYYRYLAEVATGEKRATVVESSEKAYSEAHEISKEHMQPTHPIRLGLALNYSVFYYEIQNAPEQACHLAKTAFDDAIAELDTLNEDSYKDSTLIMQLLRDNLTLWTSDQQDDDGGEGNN
Numbers without * were called inactive; & = joins results of further samples. An excerpt; the hit share may differ from the screen's.

compound	14-3-3g Raf
Cc1cc(OCC(=O)Nc2ccc3oc(-c4cccnc4)nc3c2)cc(C)c1Cl	-32.0
CCC(=O)N1c2ccc(S(=O)(=O)CCC(=O)N3CCN(c4ccccc4)CC3)cc2CC1C (stereo not drawn)	1.2&15.7
COc1ccc(C(=O)Nc2c3c(nn2-c2cccc(Cl)c2)CSC3)cc1OC	-7.3
CC1(C)CC(=O)C2=C(C1)Nc1cc(C(=O)c3ccccc3)ccc1NC2c1ccc(Cl)cc1 (stereo not drawn)	3.3
Cc1ccc(OCC(O)CNS(=O)(=O)c2ccccc2C(=O)N2CCCCC2)cc1 (stereo not drawn)	-3.6
CCCC1C2CN(C(C)=O)CC=C2C(C#N)=C(N)C1(C#N)C#N (stereo not drawn)	-5.0
COc1cc(-c2nn3c(-c4cccnc4)nnc3s2)cc(OC)c1OC	1.8
CCN1CCN(CCCNC(=O)c2ccc3c(c2)ncn3C2CCCC2)CC1	-13.0
CCOC(=O)c1cnc2ccc(Br)cc2c1Nc1ccc(O)cc1	-4.1
CSc1nc(N)nc(SCC(=O)C(C)(C)C)c1C#N	-0.9
COCCOC(=O)c1c(C)oc2ccc(O)cc12	4.0
COc1ccc(Cc2cnc(NC(=O)COc3ccccc3Cl)s2)cc1	-1.8
COc1ccc(C(=O)NCC(c2cccnc2)N2CCN(c3ccccc3OC)CC2)cc1OC (stereo not drawn)	-0.9
O=C(Nc1nnc(COc2ccc(F)cc2)s1)c1cccs1	-12.1
O=C(Cc1ccccc1)N1N=C2CCCCC2C1(O)C(F)(F)F (stereo not drawn)	-13.6
CC1=C(C(=O)Nc2ccccc2)C(c2cccs2)n2nc(SCc3ccccc3)nc2N1 (stereo not drawn)	-6.2
CCCOc1ccc(N2C(=O)CC(NCc3ccc(Cl)cc3)C2=O)cc1 (stereo not drawn)	2.6
Cc1nn(-c2ccccc2)c2sc(C(=O)OCC(=O)N3CCCCC3)cc12	-1.5
Cc1ccc(S(=O)(=O)N=C(CN2CCOCC2)N2CCCC2)cc1	6.7
O=C(c1ccco1)N1CCN(C(c2ccccc2Cl)c2nnnn2Cc2cccs2)CC1 (stereo not drawn)	-5.5

(continued)
compound	14-3-3g Raf
CCOc1ccc(OCC)c(NS(=O)(=O)c2ccc3c(c2)CC(C)N3C(=O)CC)c1 (stereo not drawn)	-14.4
COc1ccc(S(=O)(=O)N(CC(=O)O)Cc2ccccc2)cc1OC	2.7
COc1cccc2sc(NC(=O)c3ccc(S(=O)(=O)N4CCOCC4)cc3)nc12	2.8
CCN(CC)S(=O)(=O)c1ccc(-c2nnc(SCC(=O)N3CCOCC3)o2)cc1	-2.0
O=C(CCCCn1c(=O)[nH]c2ccccc2c1=O)NCc1cccs1	2.4
CCc1nc(SCc2cc(Cl)ccc2OC)n[nH]1	6.8
Nc1ccc2c(c1)COc1ccccc1O2	1.0
CC(C)(C)n1nc2c(c1NC(=O)c1ccco1)CSC2	-0.9
Cc1c(C(=O)N2CCC(C)CC2)sc2ncn(CC(=O)N3CCCCC3)c(=O)c12	6.8
O=C(CSc1nc2ccccc2c2nc3ccccc3n12)NCc1ccccc1	-6.9
O=C(O)c1ccccc1C(=O)Nc1nc(-c2ccc(Br)cc2)cs1	-10.2
COc1ccc(C2CC(c3c(-c4ccccc4)c4cc(Br)ccc4[nH]c3=O)=NN2C(=O)c2ccccc2)cc1 (stereo not drawn)	-7.0
COc1cc(C=Nc2oc(C)c(C)c2C#N)ccc1O	-232.7
Cc1ccc(-c2nnn(CCC(=O)N3CCCCC3C)n2)cc1 (stereo not drawn)	-6.7
Nc1c(C(=O)NCCc2ccccc2)nnn1-c1ccc2c(c1)OCCO2	-7.9
CCSc1nnc2c(n1)OC(c1ccc(O)c(Cl)c1)Nc1ccccc1-2 (stereo not drawn)	-1.1
Cc1ccc(C2C(C(=O)c3cccs3)=C(O)C(=O)N2CCN2CCOCC2)o1 (stereo not drawn)	-5.2&-10.2
Cc1csc(NC(=O)CN(C)S(=O)(=O)c2ccc3c(c2)CCC(=O)N3)n1	-15.1
CCOC(=O)c1c(NC(=O)c2cccc([N+](=O)[O-])c2C)sc(C)c1C	-2.9
COc1ccc(C(=O)c2sc3nc(N)c(C#N)c(-c4ccc(OC)cc4)c3c2N)cc1	-47.7

The listing continues.
compound	14-3-3g Raf
COc1ccccc1NC(=O)C1=C(C)NC(=S)NC1c1ccc(Cl)cc1 (stereo not drawn)	-10.4
CCC(=O)N1CCc2cc(S(=O)(=O)Nc3cccc(OC)c3)ccc21	-8.4
O=C1CC(Sc2nnc(-c3ccccc3O)o2)C(=O)N1c1ccccc1 (stereo not drawn)	1.4
COc1ccc(S(=O)(=O)Nc2cccc(C)c2)cc1OC	-2.0
COC(=O)C1=C(N)N(c2ccccc2F)C2=C(C(=O)CC(C)(C)C2)C1c1ccc(Br)cc1 (stereo not drawn)	3.1
Ic1ccccc1N1COc2ccc3ccccc3c2C1	-5.3
Oc1ccc(C(c2ccc(O)cc2)c2ccc(F)cc2)cc1	-6.3
CCCCCOC(=O)C1=C(C)NC2=C(C(=O)CCC2)C1c1ccccc1OC(C)C (stereo not drawn)	-2.7
O=C(Nc1nc(-c2ccccc2)cs1)c1cccnc1	-29.2
Cc1cccc(N2CC(O)Cn3c2nc2c3c(=O)[nH]c(=O)n2C)c1 (stereo not drawn)	4.2
CCOC(=O)c1c(C2COc3ccccc3O2)csc1NC(=O)Cc1ccccc1 (stereo not drawn)	-7.8
COc1cc(C2C(C(=O)OC3CCCCCC3)=C(C)NC3=C2C(=O)CCC3)cc(OC)c1OC (stereo not drawn)	-2.1
CCn1c(SCC(=O)NCc2ccco2)nc2c(c1=O)SC(C)C2 (stereo not drawn)	-7.8
Nc1cccc(C(=O)N2CCCCC2)c1	-4.0
Cc1ccc(S(=O)(=O)Nc2c(-c3ccccc3)c3cc(Cl)ccc3[nH]c2=O)cc1	-5.1
COc1c(F)c(F)c(C(=O)Nc2ccc3oc(-c4ccncc4)nc3c2)c(F)c1F	-46.3
O=c1[nH]c(C=Cc2ccco2)c([N+](=O)[O-])c(=O)[nH]1	-9.6
CC(=O)NCCOC(=O)Nc1cccnc1	-0.3
COc1cccc(C(=O)N2CC(=O)Nc3ccc(Br)cc3C2c2ccccc2)c1 (stereo not drawn)	-2.3
CCOc1ccccc1NC(=O)CN(c1nccs1)S(=O)(=O)c1ccc(N)cc1	-4.3

The list goes on.
compound	14-3-3g Raf
COc1cc([N+](=O)[O-])ccc1N1C(=O)CC(N2CCc3ccccc3C2)C1=O (stereo not drawn)	2.1
CC(NCc1ccco1)C(=O)N1CCc2ccccc2C1 (stereo not drawn)	-0.8
CCOC(=O)c1sc(NC(=O)c2cccc(Br)c2)c(C(=O)OCC)c1C	-1.1
COc1ccc(Cn2c(SCC(=O)Nc3cc(C)on3)nc3cc4c(cc3c2=O)OCO4)cc1	-7.8
Cc1ccc(Cn2c(=O)cc(C(=O)NCc3ccccc3)c3ccccc32)cc1	-10.2
Cc1ccc2nc(C(F)OC(F)(F)F)[nH]c2c1 (stereo not drawn)	2.0
c1ccc(N2CCN(c3ncnc4sc5c(c34)CCCCC5)CC2)cc1	4.9
CCC(=O)N1CCc2cc(Br)cc(S(=O)(=O)NCCCN3CCN(c4ccccc4F)CC3)c21	-7.7
Cc1ccc(S(=O)(=O)N2CCOCC2)cc1C(=O)NCc1cn2ccsc2n1	-11.2
CCOC(=O)c1cccc(NC(=O)c2ccc(F)cc2)c1	-22.3
N#CCC(=O)Nc1sc2c(c1C(N)=O)CCCC2	-13.0
Nn1c(SCC(=O)Nc2ccc(F)cc2)nnc1C1CCCCC1	-3.4
O=C(NCc1cccc(Cl)c1)c1ccc2c(c1)OCO2	-5.5
Cc1ccc2[nH]c(C)c(CN3CCN(C)CC3)c(=O)c2c1	-0.7
CC(=O)NS(=O)(=O)c1ccc(NC(=O)c2ccccc2F)cc1	0.7
N#CSCC(=O)N1c2ccccc2Sc2ccccc21	-14.2
COc1cccc(Oc2nc3ncn(Cc4ccccc4)c3c(=O)n2C)c1	-2.9
O=C(N1CCCC1)n1c(Cc2ccccc2)nc2ccccc21	-0.3
Cc1cccc(C)c1NC(=O)c1c(O)c2ccccc2[nH]c1=O	4.3
CCC(=O)N1c2ccc(S(=O)(=O)NCCCN3CCC(C)CC3)cc2CC1C (stereo not drawn)	3.4

(next part)
compound	14-3-3g Raf
O=C(C1c2ccccc2C(=O)N2CCc3ccccc3C12)N1CCN(c2ccc(F)cc2)CC1 (stereo not drawn)	-10.5
CCOc1ccc2nc(NC(=O)C3(S(=O)(=O)c4ccc(Cl)cc4)CC3)sc2c1	-8.2
O=C(O)CCC(=O)Nc1ccc(CC(=O)O)cc1	-3.0
Cc1ccc(C(=O)CCN2CCC(c3ccccc3)C2)cc1 (stereo not drawn)	-1.6
COC(=O)c1c(C)cc(OC(C)=O)c(C)c1OC(C)=O	-1.2
CCc1nc(N2CCCC(C)C2)c2oc3ccccc3c2n1 (stereo not drawn)	-1.1
O=C(CSc1nnc(-c2cccnc2)n1-c1ccc(Br)cc1)c1c[nH]c2ccccc12	-6.1
CCc1c(C)nc2[nH]nc(-c3ccccc3OC)n2c1=O	-13.9
COc1ccc(NC(=O)c2ccccc2Br)c(OC)c1	-8.8
O=C(CCn1c(=O)c2ccccc2n(Cc2cccc([N+](=O)[O-])c2)c1=O)N1CCc2ccccc2C1	-0.8
Cc1ccc(NC(=O)c2c(O)c3c([nH]c2=O)CCCC3)nc1	6.8
c1nc(NCC2(N3CCOCC3)CCCCC2)c2ccsc2n1	-9.3
COC(=O)c1ccc(NC(=O)C2(S(=O)(=O)c3ccc(Cl)cc3)CC2)cc1	-4.9
Cc1nc2cc(C(=O)NCc3cccnc3)ccc2n1-c1cccc(F)c1	-7.0
O=C(COc1ccc(Cl)cc1)Nc1nc(-c2ccccc2)cs1	1.0
CCOc1ccc(-n2c(=O)c3c4c(sc3n(CC(=O)Nc3cc(C)[nH]n3)c2=O)CCC4)cc1	-7.0
CCOC(=O)c1ccccc1NC(=O)CSc1nnc(COc2ccccc2)n1CC	-0.6
c1ccc(C2CC(c3cccs3)n3nnnc3N2)cc1 (stereo not drawn)	-7.0
NC(=O)C1CCN(C(=O)c2ccc3c(=O)n(-c4ccccc4)c(SCC(=O)c4ccccc4)nc3c2)CC1	-12.8
COc1ccc(NC(=O)C2CCC(Cn3c(=S)[nH]c4ccccc4c3=O)CC2)cc1 (stereo not drawn)	-1.2

Four of the compounds above, as labelled records.
> O=C(COc1ccc(Cl)cc1)Nc1nc(-c2ccccc2)cs1
  14-3-3g Raf: 1.0
> CCOc1ccc(-n2c(=O)c3c4c(sc3n(CC(=O)Nc3cc(C)[nH]n3)c2=O)CCC4)cc1
  14-3-3g Raf: -7.0
> CCOC(=O)c1ccccc1NC(=O)CSc1nnc(COc2ccccc2)n1CC
  14-3-3g Raf: -0.6
> c1ccc(C2CC(c3cccs3)n3nnnc3N2)cc1 (stereo not drawn)
  14-3-3g Raf: -7.0

Additional results follow:
compound	14-3-3g Raf
Cc1cc(O)c(C(C)C)cc1NS(=O)(=O)c1ccccc1	-4.7
Cc1cc(Br)ccc1NC(=O)c1sc2ncn(CC(=O)N3CCCCC3)c(=O)c2c1C	-14.1
CC(C)CC(NC(=O)C1CCCCC1)C(=O)NC(C)c1ccccc1 (stereo not drawn)	-3.8
CN=C(c1ccco1)n1c(=S)nc(-c2ccco2)n(C)c1=S	-19.4
Cc1cc(N2CCCCC2)nc2ccc(NC(=O)Cc3ccccc3Br)cc12	-23.8
CCCC1CCC(c2ccc(C(C)=O)cc2)CC1 (stereo not drawn)	2.0
CS(=O)(=O)N1CCCC(C(=O)NCCCN2CCCCCC2)C1 (stereo not drawn)	1.4
Cc1cccc(C)c1NC(=O)CCS(=O)(=O)c1ccc(Br)cc1	-12.1
CC(C)CC(NS(=O)(=O)c1ccc2c(c1)oc(=O)n2C)C(=O)NC1CCCc2ccccc21 (stereo not drawn)	-5.6
COc1ccc2[nH]c(=O)c(CN(Cc3cccs3)Cc3nnnn3C(C)(C)C)cc2c1	-2.9
O=C(NCCNc1ccc2ccccc2c1)c1ccc2nc3ccccc3c(=O)n2c1	-16.2
O=C(COc1ccc([N+](=O)[O-])cc1)Nc1cccnc1	30.6*
CS(=O)(=O)N1CCN(C(=O)Cc2cccs2)CC1	-2.1
CCOC(=O)c1cnc2ccc(OC)cc2c1NCCc1ccccc1	1.7
COC(=O)c1cc(COc2ccc3oc(C)c(C(=O)OC)c3c2)c(C)o1	-5.5
CCc1ccc(-c2nnn(CCC(=O)OC)n2)cc1	-3.9
c1ccc(-c2nn3c(C4CCCCC4)nnc3s2)cc1	-1.8
O=c1c(F)cn(C2CCCO2)c(=O)n1Cc1ccccc1Cl (stereo not drawn)	6.2
Cc1ccc(-c2nc(CS(=O)CC(=O)NCCN3CCCC3)c(C)o2)cc1 (stereo not drawn)	4.6
CC(C)Oc1ccc(C(=O)NC(CC(=O)O)c2ccccc2)cc1 (stereo not drawn)	-3.7

Quoted from the listing, 4 compounds:
compound	14-3-3g Raf
CC(C)CC(NC(=O)C1CCCCC1)C(=O)NC(C)c1ccccc1 (stereo not drawn)	-3.8
CN=C(c1ccco1)n1c(=S)nc(-c2ccco2)n(C)c1=S	-19.4
Cc1cc(N2CCCCC2)nc2ccc(NC(=O)Cc3ccccc3Br)cc12	-23.8
CCCC1CCC(c2ccc(C(C)=O)cc2)CC1 (stereo not drawn)	2.0
